DAX1 inh-1: inhibits human nuclear receptor DAX1; P51843; HEK293 Gal4-DAX1 luciferase reporter, luminescence; inhibition, % at 6.75 µM; 0.99% of 340,000 active; AID 504766;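 active = inhibition above the mean over all tested compounds plus 3 SD, cut at about 4.2% in these data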;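 also: 0% = DAX1-transfected cells with DMSO and 100% = empty-vector control cells with DMSO; inhibition shows as a rise in luminescence from relieved DAX1 repression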
NPR2 activator: GC-B (human) receptor activation; activation, % at 10 µM; AID 1920062; 0.11% of 370,000 active; P20594; HEK293-GC-B cells, CNP EC30, cGMP TR-FRET; 0% at EC30 CNP, 100% saturating CNP;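 active = activation at 10 µM reaching about 35% in either raw or pattern-adjusted values, limit read from the data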
hgDAF-12 ag: agonists of H. glycines DAF-12 nuclear receptor. HEK293 GAL4-hgDAF12 UAS-luciferase reporter, agonist luminescence; normalized to butyrate control. activation, % at 6.8 µM. AID 687014. 1.8% of 370,000 active;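 active = activation above a cutoff set at the mean of all screened compounds plus 3 SD, cut at about 10% in these data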;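 also: 0% = DMSO wells and 100% = sodium butyrate wells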
DAX1 inh-2: blocks DAX1 repression of SF-1 activated StAR promoter; HEK293T StAR-luciferase reporter, SF-1/DAX-1 repression relief; AID 652010; 1.1% of 370,000 active; inhibition, % at 6.8 µM;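 active = inhibition above the mean over all tested compounds plus 3 SD, cut at about 3.6% in these data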;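 also: 0% = DAX-1 cells with DMSO and 100% = cells lacking DAX-1 with DMSO; higher inhibition means more luminescence from relief of DAX-1 repression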
ADAM10 inh: inhibits human ADAM10 | O14672 | recombinant ADAM10, EDANS/DABCYL FRET peptide cleavage, 3 h | inhibition, % at 7 µM | 0.62% of 370,000 active | AID 720582;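 active = inhibition above a per-campaign cutoff equal to the mean of compounds falling between control-based bounds plus 3 SD, cut at about 20% in these data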;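 also: 0% = DMSO wells while the 100% control is not disclosed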
Target sequence (O14672 214-748 limits assumed): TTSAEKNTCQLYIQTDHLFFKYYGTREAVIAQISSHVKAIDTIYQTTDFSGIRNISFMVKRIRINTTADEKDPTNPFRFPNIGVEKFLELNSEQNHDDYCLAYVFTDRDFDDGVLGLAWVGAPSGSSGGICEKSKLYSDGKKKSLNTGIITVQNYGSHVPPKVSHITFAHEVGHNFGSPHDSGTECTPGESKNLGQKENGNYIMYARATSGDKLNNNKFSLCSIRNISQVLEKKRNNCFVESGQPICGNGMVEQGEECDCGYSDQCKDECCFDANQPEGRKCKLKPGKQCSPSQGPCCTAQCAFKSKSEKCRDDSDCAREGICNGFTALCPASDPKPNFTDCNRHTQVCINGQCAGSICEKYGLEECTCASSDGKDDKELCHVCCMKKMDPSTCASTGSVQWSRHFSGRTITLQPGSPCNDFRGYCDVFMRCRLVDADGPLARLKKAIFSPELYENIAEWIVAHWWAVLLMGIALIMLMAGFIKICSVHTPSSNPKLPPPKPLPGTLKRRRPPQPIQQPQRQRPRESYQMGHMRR
hcDAF-12 act: activators of H. contortus DAF-12 nuclear receptor; HEK293 hcDAF-12 lit1-tk-luc reporter, luminescence; 0% DMSO, 100% Δ7-dafachronic acid; activation, % at 6.8 µM; 1.4% of 370,000 active; AID 652067;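 active = activation above the mean of all tested compounds plus 3 SD, cut at about 5.5% in these data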;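 also: 100% = response to 3 µM Δ7-dafachronic acid high control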
ssDAF12 agonist: activates DAF-12 receptor from parasite S. stercoralis; HEK293 ssDAF-12/GRIP1 lit1-tk-luc reporter, luminescence; % of 3 µM dafachronic acid response; activation, % at 6.8 µM; 1% of 370,000 active; AID 652126;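 active = activation above the mean over all tested compounds plus 3 SD, cut at about 0.9% in these data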;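 also: 0% = DMSO-only wells and 100% = 3 µM delta7-dafachronic acid wells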
SMARCA2 act: SMARCA2 function activation, primary screen; MG213 cells, MMTV-luciferase reporter, dexamethasone, overnight; activation, % at 9.1 µM; 1% of 370,000 active; AID 652017; in the data active = activation above about 7.8%;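 also: 0% = vehicle wells and 100% = reference activator wells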
FXN GAA850 act: frataxin GAA850 promoter activation. activation, % at 6 µM. HEK293 lucGAA850 FXN promoter luciferase reporter, 24 h; percent of 10 µM SAHA response. 0.56% of 360,000 active. AID 540364;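 active = activation above the average of all compounds screened plus 3 SD, cutoff fixed separately per campaign, cut at about 7.5% in these data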;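 also: 0% = DMSO wells and 100% = 10 µM SAHA wells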
NPR1 activator: GC-A (human) enzyme activation; P16066; HEK293 GC-A cells, cGMP TR-FRET, EC30 ANP; 0% at EC30 ANP, 100% saturating ANP; activation, % at 10 µM; 0.14% of 370,000 active; in the data active = activation above about 40%
HGIII-sPLA2 inh: Inhibits HGIII-sPLA2 liposome hydrolysis, primary screen; Q9NZ20; QFRET BODIPY PC-A2 liposome hydrolysis, fluorescence; inhibition, % at 12.2 µM; 0.56% of 370,000 active; AID 743126;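 active = inhibition above mean plus 3 SD of compounds lying within the high and low control bounds, cut at about 19% in these data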;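 also: 0% = median of test compound wells and 100% = no enzyme DMSO wells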
Target sequence (Q9NZ20 whole entry, looked up): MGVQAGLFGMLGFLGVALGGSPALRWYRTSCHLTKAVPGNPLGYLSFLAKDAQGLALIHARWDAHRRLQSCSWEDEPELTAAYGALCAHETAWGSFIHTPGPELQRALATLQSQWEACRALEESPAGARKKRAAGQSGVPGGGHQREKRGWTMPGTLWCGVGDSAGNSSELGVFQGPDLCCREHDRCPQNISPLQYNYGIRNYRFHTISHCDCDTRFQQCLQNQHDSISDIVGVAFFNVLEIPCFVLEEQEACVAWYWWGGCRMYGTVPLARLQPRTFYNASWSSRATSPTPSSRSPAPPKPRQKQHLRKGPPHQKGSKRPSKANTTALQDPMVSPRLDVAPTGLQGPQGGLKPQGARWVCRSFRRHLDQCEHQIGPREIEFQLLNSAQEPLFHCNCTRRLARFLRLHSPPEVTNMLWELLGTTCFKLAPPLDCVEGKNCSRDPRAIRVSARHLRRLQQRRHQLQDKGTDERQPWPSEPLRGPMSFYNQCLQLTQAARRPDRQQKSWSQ
* marks the source's active call; other numbers are inactive results; i = inactive; / = no result given.

nr	compound	DAX1 inh-1	NPR2 activator	hgDAF-12 ag	DAX1 inh-2	ADAM10 inh	hcDAF-12 act	ssDAF12 agonist	SMARCA2 act	FXN GAA850 act	NPR1 activator	HGIII-sPLA2 inh
1	CCC12CN(C(=O)c3ccc([N+](=O)[O-])cc3)CC(CC)(CN(C(=O)c3ccc([N+](=O)[O-])cc3)C1)C2=O	/	-3.1	-2.8	-0.8	-2.1	-1.0	-1.3	1.4	-0.2	0.4	-3.8
2	O=S(=O)(Nc1ccccc1)c1ccc(-c2csnn2)cc1	-1.6	-0.2	-3.5	-0.3	17.9	-0.9	-1.3	-6.7	1.1	-6.7	-10.2
3	CCN(C(=O)COC(=O)CCc1c[nH]c2ccccc12)c1c(N)n(Cc2ccccc2)c(=O)[nH]c1=O	-0.3	1.0	4.2	-0.8	-0.2	0.6	-0.9	0.8	-0.2	1.6	-31.9
4	C1CN(CC2CCN(c3nc4nonc4nc3N3CCSCC3)CC2)CCO1	0.9	-4.5	2.6	0.4	3.6	-0.8	-1.0	2.6	1.5	0.8	-2.2
5	COc1ccc(S(=O)(=O)N2CCN(C(=O)c3cccc(S(=O)(=O)N4CCCC4)c3)CC2)cc1	-1.3	-2.5	-3.1	-1.0	-2.6	-0.5	-0.1	-3.7	-0.3	-7.0	-3.2
6	CCOC(=O)c1ccc(S(=O)(=O)N2CCN(Cc3cc4c(cc3O)OCO4)CC2)cc1	-0.5	1.3	2.0	-0.3	-14.2	-2.3	-1.1	-0.7	1.3	3.1	13.4
7	COc1ccc(-c2ccc(C(=O)NCc3ccncc3)c3occc23)c(C)c1	/	-4.6	-6.2	-5.7	-152.2	-4.3	-2.6	-5.8	-6.1	2.8	-9.1
8	COc1ccc(NC(=O)c2cc(-c3cc(Cl)ccc3OC)n[nH]2)cc1OC	/	53.0*	-3.4	-0.7	8.1	-4.7	-1.8	-0.4	0.6	44.9*	-4.5
9	Cc1ncc(CSc2nccc(=O)[nH]2)c(CO)c1O	-0.2	-1.5	-0.6	-0.3	-32.1	-1.1	-1.0	0.5	-0.2	3.0	3.1
10	O=C(Nc1cccnc1)c1ccccc1-c1ccccc1	0.2	-2.0	1.4	-0.3	-1.1	-0.8	-1.0	-3.0	-0.6	1.5	2.6
11	C/C(CC(=O)N1CCN(C=O)CC1)=N\NC(=O)c1cccc([N+](=O)[O-])c1	-0.7	2.2	-2.2	-1.1	4.0	-0.5	-1.8	-1.8	-1.4	2.4	1.5
12	Cc1noc(C)c1CSc1ncnc2sc(C)c(C)c12	-0.4	0.9	0.5	1.4	3.9	-1.0	0.1	-0.6	2.2	-2.7	-1.4
13	COc1cc(NC(=O)c2cnn3c(C)cc(C)nc23)cc(OC)c1OC	/	-3.0	-2.1	/	-1.9	-3.7	-2.3	/	/	3.0	0.2
14	COc1ccc(OC)c(S(=O)(=O)NCC(c2ccco2)N2CCc3ccccc32)c1 (configuration not stated)	-0.6	-11.0	-0.9	-1.7	5.3	0.0	-1.1	-1.5	6.2	-14.2	-23.4
15	O=C(c1ccc(-c2ccccc2)cc1)C1CCCN(C(=O)c2cncs2)C1 (configuration not stated)	-0.7	0.3	-1.8	-0.3	-7.0	-1.9	-1.1	-6.1	2.8	-0.3	-5.3

nr	compound	DAX1 inh-1	NPR2 activator	hgDAF-12 ag	DAX1 inh-2	ADAM10 inh	hcDAF-12 act	ssDAF12 agonist	SMARCA2 act	FXN GAA850 act	NPR1 activator	HGIII-sPLA2 inh
16	Cc1ccc(NC(=O)CCc2ccc(S(=O)(=O)N3CCOCC3)cc2)c(Cl)c1	0.6	7.7	0.4	0.4	-3.2	-1.2	-1.5	-1.6	1.6	2.4	-8.4
17	CN(Cc1c(F)cccc1Cl)C(=O)c1cccc(S(=O)(=O)NCc2ccccc2)c1	-0.9	-0.1	-1.9	-1.6	-2.5	-0.1	0.2	-2.5	-0.6	1.9	-16.5
18	CC(C)c1ccc(-c2nnc(SCC(=O)NC3CC3)n2C)cc1	0.1	-14.0	2.8	0.7	-0.7	0.2	-0.3	-0.9	1.2	-0.3	13.0
19	CCOc1cc(/C=C2\C(=N)N3N=C(C)SC3=NC2=O)ccc1OCCOc1ccccc1	-0.6	1.5	1.9	-0.1	8.5	0.0	-1.0	-1.8	-1.1	-6.2	-11.6
20	Cc1ccc(NC(=O)NC2CC(=O)N(c3ccc4c(c3)OCCO4)C2)cc1F (configuration not stated)	0.3	-11.6	1.9	-0.4	-7.0	-1.0	-1.1	-0.1	-1.3	-0.7	-8.6
21	O=C(C1CCN(S(=O)(=O)c2ccccc2F)CC1)N1CCc2ccccc2C1	-0.6	0.3	1.4	0.1	1.4	-1.5	-2.0	-4.2	0.4	-12.8	-4.6
22	CCC(C)C1C(C#N)=C(N)Oc2n[nH]c(C)c21 (configuration not stated)	0.9	6.2	0.2	-0.3	1.3	0.8	-1.4	2.8	-2.5	-1.9	-3.5
23	CCOc1ccc(NC(=S)N=Nc2c(O)[nH]c3ccccc23)cc1	-1.0	-9.5	-2.9	-0.8	-5.5	-1.2	-1.2	-6.5	-1.6	-0.8	19.2
24	COc1cccc(COc2ccc3c(C)cc(=O)oc3c2)c1	3.2	-8.5	16.5*	2.7	-44.7	2.7	-0.2	4.3	4.5	13.3	-0.5
25	O=C(NNC(=O)C12CC3CC(CC(C3)C1)C2)c1cccc([N+](=O)[O-])c1	-0.5	1.1	-0.8	0.0	8.7	-1.8	-0.7	2.1	0.8	1.5	4.4
26	O=C(c1ccc(Cl)s1)N1CCN(c2ccccc2)CC1	1.2	-5.7	-0.4	0.1	-8.4	-1.3	-1.4	-0.9	3.8	-3.4	6.4
27	Cc1occc(=O)c1OC(=O)Nc1ccccc1	1.3	1.6	1.8	1.8	-0.4	-1.2	-0.6	0.9	2.5	3.7	-4.8
28	CC1=C(N2CCCCC2)CCC1=O	-0.1	0.2	4.8	-0.5	-2.7	-1.6	-1.6	2.4	-0.5	0.6	8.8
29	COc1ccc(C2=NOC(C(=O)N(C)Cc3ccccc3)C2)cc1 (configuration not stated)	0.9	1.5	-0.5	-0.2	-6.3	-1.7	-1.1	-0.3	0.3	-2.9	7.3
30	CCN1CCN(C(c2ccc(F)cc2)c2nnnn2Cc2cccs2)CC1 (configuration not stated)	-0.9	-3.5	1.0	-0.5	-9.0	-1.4	-1.1	-3.6	-2.4	-1.9	2.7

nr	compound	DAX1 inh-1	NPR2 activator	hgDAF-12 ag	DAX1 inh-2	ADAM10 inh	hcDAF-12 act	ssDAF12 agonist	SMARCA2 act	FXN GAA850 act	NPR1 activator	HGIII-sPLA2 inh
31	O=C(NCc1ccccc1)c1nc[nH]c1C(=O)N1CCc2ccccc2C1	0.9	-4.8	-0.5	-0.3	-7.5	-1.6	-1.0	0.4	0.1	-2.0	-0.5
32	O=C(N/N=C/c1c[nH]c2ccccc12)c1ccn(Cc2ccc(Cl)cc2Cl)n1	0.6	-4.0	-1.8	-0.7	-11.3	4.0	0.0	-2.2	-0.9	-1.7	-6.7
33	O=C(CSc1nc2ccccc2c(=O)n1-c1ccccc1)NCc1ccco1	1.0	-5.1	-2.5	0.2	10.7	-0.6	-1.1	-1.8	-1.8	-3.8	1.4
34	Cc1ccnc(-n2c(C)cc(/C=N/NC(=O)COc3cccc4cccnc34)c2C)c1	0.7	-1.4	-0.3	0.1	-8.1	-1.0	-1.6	2.2	-0.1	0.4	-3.6
35	CCC1(CC)Cc2ccccc2C(CC(=O)N2CCOCC2)=N1	-1.0	-5.9	2.1	0.1	9.2	-2.9	-1.1	-2.5	1.3	-8.9	19.6*
36	Cc1ccc([N+](=O)[O-])cc1NC(=O)c1ccccc1	1.0	6.8	1.8	0.0	1.4	-1.1	-0.8	-0.7	-1.4	3.9	-1.5
37	COCC(=O)NC1CC(C)(C)Cc2c1cnn2-c1ccc(F)cc1 (configuration not stated)	0.7	2.3	-0.9	0.3	-2.5	0.5	-1.2	0.4	1.5	3.3	-1.8
38	Cc1ccc(C)c(OCC(=O)Nn2c(C)nc3ccccc3c2=O)c1	-0.3	0.3	1.3	-0.6	1.4	-0.2	-1.2	-0.2	-1.9	-1.0	1.6
39	CN(Cc1cccc(Cl)c1Cl)c1ccc(S(=O)(=O)N2CCCCC2)cc1[N+](=O)[O-]	-0.8	3.0	-2.4	-1.1	8.2	-1.5	-1.5	-4.1	0.8	1.5	-8.0
40	CCOc1c2ccc(C(=O)NCCc3cccs3)cc2nn1CC	2.2	0.3	11.9*	2.8	i	2.7	-0.2	5.1	2.2	3.7	7.9
41	O=C(COc1ncnc2ccccc12)NCCCN1CCCC1=O	0.4	3.3	-0.6	-0.3	-68.6	-1.1	-0.7	-1.4	-2.4	0.5	4.3
42	COc1ccc(NC(=S)Nc2ccc3snnc3c2)cc1	0.9	-0.8	5.1	1.8	-2.6	3.3	0.0	3.4	3.9	3.2	0.8
43	CCOC(=O)Cn1c(CN2CCN(c3cccc(Cl)c3)CC2)nc2c1c(=O)[nH]c(=O)n2C	0.7	1.1	-2.8	-3.0	-4.2	-2.7	-1.6	-2.2	-0.8	-9.6	-4.8
44	CSc1cc(-c2ccccc2)[nH]c(=O)c1C#N	0.4	1.3	3.0	-0.2	-145.4	-0.7	-0.6	-0.9	-1.6	3.5	-13.0
45	CCOc1ccccc1C(=O)Nc1c[nH]c(=O)[nH]c1=O	1.9	-1.0	0.3	-0.3	-2.0	-2.2	-1.6	0.3	2.7	4.8	3.9
46	COc1ccccc1-c1ccc2c(c1)C(C)(Cc1ccc(F)c(Cl)c1)C(=O)N2 (configuration not stated)	/	-7.4	-0.1	-1.4	15.8	-2.7	-0.9	-7.4	13.4*	-7.4	-10.3
47	CCc1noc(C)c1C(=O)Nc1nc(-c2ccc(OC)cc2)cs1	-1.1	-3.9	-3.2	-1.6	5.0	-2.3	-1.3	-0.8	0.2	2.7	-3.5
48	CC(C)(C)NC(=S)NNC(=O)[C@H]1C[C@@H]1c1ccccc1	0.4	4.8	5.6	0.4	6.1	0.2	-0.2	1.9	-1.6	-0.3	11.1

Compound activity: PubChem, several laboratories
